Assay outcomes: PubChem, Sanford-Burnham Center for Chemical Genomics
TAG inh = reduces triacylglycerol accumulation in H9c2 cells. inhibition, % at 12.5 µM. Nile Red lipid (TAG) fluorescence; cells loaded with 200 µM oleic acid. 230,000 compounds, 0.66% hits;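 active = pattern-corrected inhibition of lipid staining of at least 50% with the nuclear-stain viability signal not falling by more than 50%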;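 also: 0% = DMSO wells and 100% = triacsin C control wells; some results filed as inactive read as strong as hits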
TAG inh DAPI viability = second read-out of TAG inh, no call of its own (marks repeat the call); DAPI nuclei signal change (viability), lower = more cytotoxic, %;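 whole-well DAPI fluorescence read on a plate reader as a viability signal; minus 50 percent equals half of cells still viable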
Numbers without * were called inactive.

The line under a structure holds: TAG inh, TAG inh DAPI viability
CN(C)c1ccc(NC(=S)NC(=O)/C=C/c2ccco2)cc1
 : 1.5, -4.6
COCCNC(=O)C1Cc2c(-c3ccc(NC(C)=O)cc3)ccnc2O1 (stereo not given)
 : 5.7, 0.0
CCSc1nnc(NC(=O)[C@H](C)N2C(=O)C3CC=CCC3C2=O)s1 (stereo not given in full)
 : -5.5, 2.6
CCC(=O)Nc1nnc(S(=O)(=O)N2CCCCCC2)s1
 : 23.5, -22.9
COC(=O)c1cc(C(=O)c2ccc(C(C)(C)C)cc2)c[nH]1
 : 24.3, 8.0
COc1ccc(NC(=S)NCCN2CCOCC2)c(OC)c1
 : 0.5, -0.5
OC(COC(c1ccccc1)c1ccccc1)CN1CCN(c2ccccn2)CC1 (stereo not given)
 : -18.2, 12.9
CC1CCCC(C)N1C(=O)CN1C(=O)C(C)(C)Oc2ccc(C(=O)NC3CCCCC3)cc21 (stereo not given)
 : 17.1, 4.0
O=C(COc1cccc(C(F)(F)F)c1)N1CCN(c2ccccc2O)CC1
 : 25.3, -12.4
CCCN1C2CCCC1CC(NC(=S)Nc1cc(C)cc(C)c1)C2 (stereo not given)
 : 4.3, 10.7
CC(C)Oc1cccc(C(=O)C2CCCN(C(=O)c3csnn3)C2)c1 (stereo not given)
 : 8.5, -0.2
Cc1cc(C)c(C(=O)Nc2ccc(C)c(C)c2)c(CC(C)(C)C(=O)O)c1
 : 13.7, -6.8
O=C(NCCN1CCCC1)C1CCC(=O)N(CCCN2CCOCC2)C1 (stereo not given)
 : 6.0, 3.0
CCCc1c(O)nc(SC2CC(=O)N(c3ccc(OC)cc3)C2=O)[nH]c1=O (stereo not given)
 : 5.5, -2.4
Cc1cccc(C)c1NC(=S)N1CCC(c2ccccc2)C1 (stereo not given)
 : 9.1, 2.6

The results go on.
The line under a structure holds: TAG inh, TAG inh DAPI viability
C[C@H]1CN([C@@H](C)CO)S(=O)(=O)c2ccc(Br)cc2O[C@@H]1CN(C)C(=O)Cc1cccnc1
 : 10.5, 2.2
COc1cccc(CNC(=O)c2nnn(CC(=O)Nc3ccc4c(c3)OCO4)c2N)c1
 : 9.2, -13.7
COCCSc1ccccc1C(=O)Nc1ccc2c(c1)OCO2
 : -17.2, 1.0
COc1ccc(N2C(=O)C3CCCN3C2c2ccc(C)cc2)cc1Cl (stereo not given)
 : 23.7, -9.7
Fc1ccc(/C=C/c2nnc(-c3cccs3)o2)cc1
 : -9.2, 10.9
Cc1ccc(C)c(OCCC(=O)OCc2csc(CC(=O)Nc3ccccc3C)n2)c1
 : 6.8, -5.1
CC(COc1ccccc1)OC(=O)Nc1ccccc1 (stereo not given)
 : -22.4, -3.2
CC(C)c1cc(C(=O)Nc2ccc3c(c2)OCO3)no1
 : -0.1, 1.7
O=C(CN1C(=O)c2ccccc2C1=O)OCC(=O)N1CCc2ccccc2C1
 : -2.1, 3.7
CC1(C)C2CCC13CS(=O)(=O)NC3C2 (stereo not given)
 : -1.8, 1.7
CN(CC(=O)NC(=O)NCc1ccccc1)CC(=O)Nc1ccc(Cl)c(C(F)(F)F)c1
 : -11.3, 2.8
CC(C)OC(=O)CSc1nc(C(C)C)nc2ccccc12
 : -3.9, 2.9
COc1ccc(NC(C)=O)cc1CNC(=O)COc1ccccc1C(=O)Nc1cccc(C)c1C
 : -0.5, 2.4
CCCNC(=O)c1ccccc1NC(=O)C1COc2ccccc2O1 (stereo not given)
 : 3.4, 5.3
Cc1ccc(C(=O)Oc2ccccc2N2CCOCC2)cc1
 : -8.3, 7.8

New compounds follow:
The line under a structure holds: TAG inh, TAG inh DAPI viability
Cc1cc(OCC(=O)NNC(=O)c2ccncc2)ccc1C(C)C
 : 2.9, -2.0
CCOC(=O)c1sc(NC(=O)c2cccc(S(=O)(=O)N(CC)CC)c2)cc1C
 : 18.8, 47.7
Cc1cc(Nc2cccc(F)c2)nc(N2CCOCC2)n1
 : 15.9, -7.4
CCC(C)Sc1nc2c(c(=O)[nH]c(=O)n2C)n1CC(O)COc1cccc2ccccc12 (stereo not given)
 : -2.6, 14.9
CCC(CC)C(=O)c1c[nH]c(C(=O)N2CCN(c3ccccc3)CC2)c1
 : -9.0, 2.3
C[C@@H]1CN([C@@H](C)CO)C(=O)CCCn2nncc2CO[C@H]1CN(C)C(=O)c1ccncc1
 : 2.2, -3.3
COc1ccc(-n2c(SCC(=O)Nc3cc(C)on3)nc3ccc(O)cc3c2=O)cc1OC
 : -3.3, 3.6
O=c1ccc(/C=C/c2ccccc2)nn1Cc1ccccc1Cl
 : -2.3, 2.8
COc1ccc(C(=O)NCc2nnc(SCC(=O)Nc3nnc(C)s3)o2)cc1
 : -7.5, -6.3
CN(C)CC1(C)Cc2ccsc2C1O (stereo not given)
 : -9.0, 14.2
CC1C(=O)N2CCCc3cc(NC(=O)c4ccccc4F)cc1c32 (stereo not given)
 : 37.3, -9.8
Cc1ccc2nc(-c3ccccc3)c(CN3CCOCC3)n2c1
 : -10.6, 19.8
COc1ccc(OC)c(-c2cc(C3CCN(C(=O)OC(C)(C)C)CC3)[nH]n2)c1
 : -42.7, -4.4
COC(=O)C(C)n1cnc2c(nnn2-c2ccc(F)cc2)c1=O (stereo not given)
 : 4.9, -1.4
O=C(c1ccc(Cl)cc1)N1CCN(c2cc(=O)[nH]nc2-c2ccccc2)CC1
 : -2.7, 0.0

Continuation.
The line under a structure holds: TAG inh, TAG inh DAPI viability
COCc1cc(=O)[nH]c(SCC(=O)N2CCOCC2)n1
 : 4.2, -3.9
O=C(C1CCOCC1)N1CCC(CO)(CCc2ccccc2)CC1
 : 2.3, -1.0
COc1ccc(/C=N/NC(=O)c2ccccc2O)cc1Cn1nnc2ccccc21
 : -7.4, 11.6
CCN(C(=O)CSc1nc(C)nc2sc(C)c(C)c12)c1ccc(F)cc1
 : -15.2, -0.2
Cc1cc(C)c(C)c(S(=O)(=O)N2C(=S)NC(=O)C2C(C)C)c1C (stereo not given)
 : -1.0, 6.8
Cc1ccc(S(=O)(=O)CCC(=O)OCC(=O)Nc2ncc(Cl)cc2Cl)cc1
 : 7.6, -5.4
CCOC(=O)c1sc(=S)[nH]c1C
 : -8.1, 10.5
O=c1[nH]c2cccnc2c2ccsc12
 : -0.2, 15.3
CCOC(=O)C1=C(COC(=O)c2cccnc2SC)NC(=O)NC1C (stereo not given)
 : -5.1, -9.2
CCOC(=O)COc1nc(-c2ccc(C)cc2)cc(-c2ccco2)c1C#N
 : -10.2, -1.1
CC(=O)c1c(C)[nH]c(C(=O)OCc2ccccc2)c1C
 : -15.3, 4.2
CCn1c(CNc2ccc(OC)cc2)nnc1SCC(=O)Nc1ccc(F)cc1
 : 8.8, 12.3
O=C(OCCOc1ccccc1Cl)c1ccc(-n2cnnn2)cc1
 : 6.8, -9.2
Cc1oc2ccccc2c1CC(=O)NCCCN(C)C
 : 15.5, -9.0
O=C(NCCC1=CCCCC1)C(=O)NCCc1ccc(Cl)cc1
 : 10.1, -0.3

Arranged by SMILES length (falling): 5 of the compounds above
The line under a structure holds: TAG inh, TAG inh DAPI viability
Cc1ccc(S(=O)(=O)CCC(=O)OCC(=O)Nc2ncc(Cl)cc2Cl)cc1
 : 7.6, -5.4
CCN(C(=O)CSc1nc(C)nc2sc(C)c(C)c12)c1ccc(F)cc1
 : -15.2, -0.2
CC(=O)c1c(C)[nH]c(C(=O)OCc2ccccc2)c1C
 : -15.3, 4.2
O=c1[nH]c2cccnc2c2ccsc12
 : -0.2, 15.3
CCOC(=O)c1sc(=S)[nH]c1C
 : -8.1, 10.5

(more compounds)
molecule,TAG inh,TAG inh DAPI viability
Cc1ccc(CNS(=O)(=O)NCc2ccccc2)cc1,-8.4,14.0
CC(=O)c1ccc(OCC(=O)Nc2c(C)nn(-c3ccccc3)c2C)cc1,28.8,-4.5
CC(Oc1ccccc1F)C(=O)NNC(=O)c1cccc(S(=O)(=O)N2CCN(C)CC2)c1 (stereo not given),-6.6,5.9
COC(=O)c1sc(S(=O)(=O)N2CCN(CCO)CC2)c(C(=O)OC)c1C,4.7,-10.9
C/C(=N\Nc1cccc(C(=O)O)c1)c1cc2ccccc2o1,-4.2,4.0
Cc1cc(C)cc(NC(=O)C2CCCN2C(=O)NC2CCCCC2)c1 (stereo not given),-6.1,5.6
Cc1ccc(C(=O)N=c2sccn2C)cc1C,-7.6,11.2
COC(=O)Nc1ccc(S(=O)(=O)N2CCN(c3ccc(F)cc3)CC2)cc1,-3.9,2.6
Brc1ccc(C2Nc3cccc4cccc(c34)N2)s1,5.7,3.2
COc1ccc(C(=O)CSc2nnc(CNc3nc(-c4ccccc4)cs3)n2C)cc1,-14.0,13.3

Next section:
molecule,TAG inh,TAG inh DAPI viability
Cc1ccc(C2CCN(C(=S)NC3CCCCC3)C2)cc1 (stereo not given),-9.5,2.7
COCCNC(=O)C1(C)CCN(C(=O)c2cccnc2Oc2ccccc2)C1 (stereo not given),2.6,-13.4
Cc1ccc(C(=O)N2[C@@H]3CN(C)C(=O)[C@@]2(Cc2ccccc2)[C@H]2C(=O)N(Cc4ccccc4)C(=O)[C@@H]32)cc1,-1.7,4.4
Cc1cc(C)n(CCCC(=O)O)n1,17.4,-13.0
CC1(C(=O)NCC2CCOCC2)Cc2c(-c3cccc(C(F)(F)F)c3)ccnc2O1 (stereo not given),38.8,-23.5
CCN1CCN(c2ccc(NC(=O)COc3ccc([N+](=O)[O-])cc3)cc2)CC1,2.4,-0.9
CC(=O)Nc1cc2c(nc1C)nc(C)n2Cc1ccc(Br)cc1,-6.1,-3.6
C=CCn1c(SCC(=O)NC23CC4CC(CC(C4)C2)C3)nc2cc(C(=O)O)ccc2c1=O,9.5,-1.9
COCCNC(=O)c1ccc(NS(=O)(=O)c2ccc3[nH]c(=O)[nH]c3c2)cc1,7.6,-1.5
Cc1nn(CCCC(=O)NCc2ccccc2Cl)c(=O)c2nccn12,-13.2,1.4

(further entries)
molecule,TAG inh,TAG inh DAPI viability
CC(C)(C)c1ccc(CC(=O)N2CCC2(C)C(=O)NCCC#N)cc1 (stereo not given),-5.8,-1.0
c1ccc(COc2ncnc3c2ncn3CCCN2CCN(c3ncccn3)CC2)cc1,7.8,-9.7
COC(=O)Cn1cc(/C=N/NC(=O)COc2cccc3cccnc23)c2ccccc21,2.1,-0.8
O=C(C1CCN(S(=O)(=O)c2ccccc2)CC1)N(CCc1ccccc1)Cc1ccco1,24.5,5.4
Cc1cc(NC(=O)Cc2cccs2)no1,-2.8,7.6
O=C(Nc1cccc([N+](=O)[O-])c1)c1ccn[nH]1,-13.0,4.1
COc1ccc(C=C2NC(=O)NC2=O)cc1O,3.6,-1.6
CC(=O)Nc1ccc(NC(=O)CN(c2ccc(C(C)C)cc2)S(=O)(=O)c2ccccc2)cc1,-15.7,-4.9
CC(C)c1ccc(N2C(=O)CC(Sc3nc4ccccc4o3)C2=O)cc1 (stereo not given),-3.1,-6.1
COc1ccc(Cl)cc1N(C(C)C(=O)NC1CCCC1)S(C)(=O)=O (stereo not given),-3.7,8.7

(more compounds)
molecule,TAG inh,TAG inh DAPI viability
Fc1ccc(N/N=C/c2ccc(N3CCOCC3)cc2)c(F)c1,5.7,21.0
CCS(=O)(=O)N1CCC(C(=O)Nc2cccc(C(C)=O)c2)CC1,10.1,14.0
CC(C)Oc1ccc(F)cc1-c1cc(C(=O)NC2CCCCC2)[nH]n1,10.7,-8.9
Cc1ccc(NC(=O)/C(CN(C)C)=N\O)cc1,14.3,-5.8
CC(=O)Nc1ccc(-c2csc(NC(=O)Nc3ccccc3)n2)cc1,4.4,14.1
CC1(C)Cc2c(sc(/N=C/N3CCCC3)c2C#N)C(C)(C)N1,17.6,2.4
CCCNC(=O)C1CC(c2ccccc2[N+](=O)[O-])=NO1 (stereo not given),13.0,-1.1
Brc1ccc(-c2noc(C3CCCCC3)n2)cc1,1.4,0.7
OC1(c2ccc(Cl)cc2)CN(c2ccccc2)C2=[N+]1CCS2 (stereo not given),-3.4,-6.0
Cc1cc(NC(=O)CSc2nnnn2-c2ccccc2C)no1,30.3,-8.9

The listing continues:
molecule,TAG inh,TAG inh DAPI viability
Cc1ccc(C)c(S(=O)(=O)/N=C(/Nc2ccccc2)c2ccccc2)c1,-23.2,15.4
CN(c1ccccc1)S(=O)(=O)c1cccc(C(=O)OCC(=O)NCc2ccco2)c1,-1.4,3.8
CC1(C)Cc2c(cnn2-c2ccc(F)cc2)C(NC(=O)CN2CCCCC2=O)C1 (stereo not given),3.1,-5.3
C[C@H](NC(=O)c1ccc(Cl)cc1)C(=O)NCCc1ccc(S(N)(=O)=O)cc1,-9.1,2.0
Cc1c(C(=O)N2CCN(C3CCS(=O)(=O)C3)CC2)oc2c(F)cccc12 (stereo not given),6.5,-0.4
COc1ccc(CNC(=O)N[C@H](C(=O)O)C(C)C)cc1OC,10.0,-1.0
CCN(c1ccccc1)S(=O)(=O)c1ccc(Oc2ccccc2)c(N)c1,-1.8,0.8
Cc1ccc(N2C(=O)c3ccccc3C2=O)cc1C,4.8,2.3
O=C(Cc1cccc2ccccc12)NCC(=O)N1CCN(CC(=O)Nc2ccc(F)cc2)CC1,23.8,-17.9
Cn1c(NNC(=O)c2c(F)cccc2F)cc(=O)n(C)c1=O,-2.5,16.4

(cont.)
molecule,TAG inh,TAG inh DAPI viability
C=CCNC(=S)N1CCN(Cc2ccccc2)CC1,-9.4,12.6
Cc1ccc(C)c(C(=O)CN2C(=O)NC3(CCCCCCC3)C2=O)c1,3.0,-0.7
COc1cc2[nH]c(=S)nc(NCCC(C)C)c2cc1OC,13.1,3.1
CN(C)S(=O)(=O)c1cccc(N=C2SCCN2Cc2ccccc2)c1,-23.2,1.2
COc1ccccc1CN1CCNC(=O)C1CC(=O)NCCCN1CCOCC1 (stereo not given),-3.2,13.0

A portion of the library; the hit share may differ from the screen's.
